Vif-A3G inh: Vif-A3G binding inhibition | AID 602310 | 0.076% of 410,000 active | HeLa A3G-eYFP + Vif (tagged APOBEC3G with the HIV-1 protein that degrades it), YFP fluorescence, overnight | Potency, µM (top dose mostly 46.1 µM), for inactives: at the highest dose activity, negative = active, most hits filed as inhibitors | Q9HC16;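 also: potency is read from the fitted curve at half-maximal effect; % is scaled to controls: 0 for no effect and ±100 for the full control effect; nearly all actives have a fitted effect of over 60% in size; hits raise eYFP signal because A3G escapes Vif-driven loss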
Target sequence (Q9HC16 whole entry, looked up): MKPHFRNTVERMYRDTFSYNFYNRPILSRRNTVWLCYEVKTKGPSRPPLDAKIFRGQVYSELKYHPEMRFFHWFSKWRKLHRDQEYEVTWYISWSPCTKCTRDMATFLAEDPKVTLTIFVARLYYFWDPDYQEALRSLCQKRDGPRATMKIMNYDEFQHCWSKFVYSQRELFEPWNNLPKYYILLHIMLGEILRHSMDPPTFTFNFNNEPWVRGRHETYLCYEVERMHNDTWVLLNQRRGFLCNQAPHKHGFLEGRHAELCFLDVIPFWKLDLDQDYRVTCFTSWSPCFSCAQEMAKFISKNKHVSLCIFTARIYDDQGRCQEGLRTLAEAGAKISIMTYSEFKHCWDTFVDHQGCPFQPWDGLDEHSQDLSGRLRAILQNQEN
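Read-out is eYFP fluorescence (Ex 488/Em 500-530) from Vif-expressing HeLa A3G-eYFP cells; more signal means A3G escaped Vif-mediated degradation. Cells plated overnight, compound pinned in, incubated overnight at 37 deg C.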
Vif-APOBEC3F blk: Vif-A3F binding inhibition; HeLa A3F-eYFP + Vif (tagged APOBEC3F with the HIV-1 protein that degrades it), YFP fluorescence increase; Potency, µM (series often up to 46.1 µM), for inactives: top-dose activity, negative = active; 0.2% of 390,000 active; AID 602313; also: potency is read from the fitted curve at half-maximal effect; % of control where 0% means no effect; nearly all actives have a fitted effect of over 65% in size
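Fluorescence increase (Ex 488/Em 500-530) after overnight compound treatment at 37 deg C flags inhibition of Vif-driven A3F-eYFP loss in stable HeLa A3F-eYFP/Vif cells seeded overnight beforehand.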
IDH1 R132H inh: human IDH1 R132H inhibition; Potency, µM (highest dose often 76.6 µM), for the others: at the highest dose activity change, negative = inhibition, most hits filed as inhibitors; 0.093% of 390,000 active; IDH1-R132H enzyme, NADPH consumption, diaphorase/resazurin fluorescence; O75874; also: potency is read from the fitted curve at half-maximal effect; % is scaled to controls: 0 for no effect and ±100 for the full control effect; nearly all actives have a fitted effect of over 65% in size
Target sequence (O75874 whole entry R132H, stated change not applied): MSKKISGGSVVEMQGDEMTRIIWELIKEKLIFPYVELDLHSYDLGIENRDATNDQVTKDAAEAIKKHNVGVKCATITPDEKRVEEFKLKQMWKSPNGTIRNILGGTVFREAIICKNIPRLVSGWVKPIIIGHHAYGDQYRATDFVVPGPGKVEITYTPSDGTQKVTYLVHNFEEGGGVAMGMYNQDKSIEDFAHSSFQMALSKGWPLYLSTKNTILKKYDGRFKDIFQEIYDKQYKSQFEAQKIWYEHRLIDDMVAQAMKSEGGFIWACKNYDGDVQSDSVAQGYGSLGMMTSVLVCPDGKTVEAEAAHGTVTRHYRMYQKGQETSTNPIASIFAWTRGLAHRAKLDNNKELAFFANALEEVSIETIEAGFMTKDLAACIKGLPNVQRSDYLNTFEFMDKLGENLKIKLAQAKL
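IDH1-R132H (0.5 ug/mL dispensed) in pH 7.5 Tris buffer was preincubated 30 min with compound, then given a substrate mix of 0.016 mM NADPH and 2 mM alpha-KG for 80 min at room temperature; remaining NADPH was read by diaphorase/resazurin fluorescence.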
Glioma ERSR ind: ER stress response induction in glioma | U87-MG GRP78 promoter luciferase reporter, 16 h | Potency, µM, for inactives: at the top dose activation, hits mostly activators | 0.02% of 420,000 active | AID 602332; also: potency is read from the fitted curve at half-maximal effect; series mostly up to about 76 µM; % of control where 0% means no effect; nearly all actives have a fitted effect of over 35% in size
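ERSR induction read as luciferase luminescence (Bright-Glo, 10 min at room temperature) in stably transfected human U87-MG glioma cells exposed to compounds for 16 h, using GRP78 as sensor.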
RXFP1 ag: activates the human relaxin receptor RXFP1 | AID 2676 | HEK293T-RXFP1 cAMP TR-FRET, 30 min; response scale: percent of porcine relaxin response, buffer zero | 0.3% of 370,000 active | Q9HBX9 | Potency, µM (titrated, usually from 57.5 µM), for the others: top-dose activation, hits mostly activators; also: potency is read from the fitted curve at half-maximal effect; % is scaled to controls: 0 for no effect and ±100 for the full control effect; nearly all actives have a fitted effect of over 60% in size; many of its hits are not listed in these tables
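HEK293T cells stably expressing RXFP1 were pretreated with the PDE4 inhibitor Ro 20174, exposed to compounds for 30 min at 37C, lysed, and cAMP was read by TR-FRET. Data normalized to buffer (basal) and 29 nM porcine relaxin (100%).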
TrxR1 substrate: is turned over as a substrate by rat TrxR1 | O89049 | purified TrxR1 substrate turnover, NADPH consumption readout | Potency, µM (series often up to 114 µM), for inactives: at the highest dose activity change, negative = substrate turnover | 0.01% of 390,000 active; also: potency is read from the fitted curve at half-maximal effect; % is scaled to controls: 0 for no effect and ±100 for the full control effect; nearly all actives have a fitted effect of over 50% in size
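Rat TrxR1, dispensed at 90 nM, was prereduced with 400 uM NADPH (final) for 5 min at ~22 deg C, then incubated with compound 15 min before 400 uM selenite. A first-read NADPH fluorescence drop versus no-compound background flagged substrates.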
USP1 inh: USP1/UAF1 (human) deubiquitinase inhibition; AID 743255; Potency, µM (titrated, usually from 57.1 µM), for the others: at the top dose activity change, negative = inhibition, hits mostly inhibitors; O94782; 0.23% of 390,000 active; recombinant USP1/UAF1, Ub-Rhodamine cleavage fluorescence; also: potency is read from the fitted curve at half-maximal effect; % is scaled to controls: 0 for no effect and ±100 for the full control effect; nearly all actives have a fitted effect of over 60% in size; inactives centre near -12
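Step one: compound is pinned into 1nM USP1/UAF1 in HEPES pH 7.8 buffer with TCEP. Step two: 15 min room-temperature incubation. Step three: Ub-Rho (150nM final) starts cleavage, tracked by fluorescence over six one-minute reads.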
PI4K2A block: blocks human PI4K2A kinase activity; Q9BTU6; purified PI4K2A, ADP-Glo luminescence, 1 h; stronger effect = lower value; activity change, negative = inhibition, % at 76.9 µM; 0.13% of 420,000 active; in the data active = activity change below about -50%; inconclusive = mostly about -30% to -49%;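 also: -100% = wells without enzyme as full effect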
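Compounds are screened against recombinant PI4K2A using PI as substrate and ATP, the latter dispensed at 300 microM. Reactions run one hour at ambient temperature before ADP-Glo detection; full inhibition defined by wells lacking enzyme.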
LDHA block: blocks human lactate dehydrogenase A; AID 1347041; activity change, % (values are at about 110 or 230 µM); purified LDHA, NADH/diaphorase-resazurin fluorescence; stronger effect = lower value; P00338; 0.15% of 480,000 active; in the data active = activity change below about -30%; inconclusive = mostly about -25% to -30%;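 also: plate controls were DMSO wells for no effect and wells without enzyme for full effect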
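LDH5 2 nM; NADH 0.06 mM, pyruvate 0.2 mM; 200 mM Tris pH 7.4, EDTA, Tween-20; 5 min RT. Detection: diaphorase 0.133 mg/mL + resazurin 37 µM, fluorescence ex540/em590 at 0 and 20 min; normalized to enzyme-free and DMSO wells.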
Numbers without * were called inactive; ? = inconclusive; . = not tested or not shown; & = joins results of further samples; [ ] = remark or other dose. Unless noted, calls follow the shape of the dose curve; as a rule, active = well fitted curve in the direction sought with a large enough effect; inconclusive = small, poorly fitted or top-dose-only effect, or another doubt; inactive = no such curve, though single readings can be large; an effect the other way counts as inactive or inconclusive. A portion of the library; the hit share may differ from the screen's.

entry	molecule	Vif-A3G inh	Vif-APOBEC3F blk	IDH1 R132H inh	Glioma ERSR ind	RXFP1 ag
1	COc1ccc(NC(=O)CN2CC(C)OC(C)C2)cc1Cl (configuration not stated)	-4%	0%	0%	-2%	-2.0%
2	O=C(Cn1sc2ccccc2c1=O)Nc1ccc(Cl)cc1	-12%	-2%	-11%	-7%	.
3	COc1ccc(CNC(=O)COC(=O)c2cccn2C)cc1	-6%	-23%	0%	3%	.
4	Cc1cccc(C2=NN(c3ccc(Br)cc3)[C@@H](C(=O)N3CCOC3=O)[C@@H]2c2ccccc2)c1	-3%	-1%	-11%	-3%&-4%	.
5	COc1ccc2sc(N(CCCN(C)C)C(=O)c3nc4ccccc4s3)nc2c1	3%	?	5%	-2%	1.1%
6	Cc1ccc(S(=O)(=O)NC(=NC2CCCCC2)c2ccc(Cl)cc2)cc1	1%	-15%	5%	0%	2.4%
7	COc1ccc(NC2CC(=O)N(c3ccccc3)C2=O)cc1 (configuration not stated)	-7%	2%	4%	9%	-0.2%
8	COc1ccc(-c2nc3ccc(Cl)cn3c2Nc2ccc(C)cc2)cc1	-2%	-6%	-12%	-4%	9.3%
9	O=C(Cn1[nH]c(=O)c2ccccc2c1=O)NCCN1C(=O)S/C(=C\c2ccccc2)C1=O	2%	11%	-9%	2%	.
10	CC(=O)c1ccc(C(=O)N2CCc3c([nH]c4ccccc34)C2c2cccc(C)n2)s1 (configuration not stated)	-12%	-24%	6%	0%	1.1%
11	Cc1cccc(COc2ccc(/C=C3/C(=O)N(C)C(=S)N3C)cc2)c1	-7%	-10%	-4%	2%	-3.6%
12	CCC1=NN2C(=N)/C(=C/c3ccc(OS(=O)(=O)c4ccccc4)cc3)C(=O)N=C2S1	-10%	-20%	-2%	-3%	6.0%
13	COc1ccc(NC(=O)CCn2c(-c3ccc(F)cc3)cc(C(C)=O)c2C)c(OC)c1	2%	-5%	0%	-2%	-0.8%
14	Cc1ccc2c(CSc3nnc4ccccn34)cc(=O)oc2c1C	1%	5%	3%	1%	2.0%
15	CC(=O)N1CCCc2cc(S(=O)(=O)N3CCCC(C(=O)NCc4ccc(C)cc4)C3)ccc21 (configuration not stated)	6%&0%	-6%&2%	10%&-18%	-2%&-3%	-1.4%&-4.1%

entry	TrxR1 substrate	USP1 inh	PI4K2A block	LDHA block
1	4%	-19%	-3	-3
2	.	?	-11	-8
3	8%[57.1 µM]	4%	1	-4
4	108%[activator]	-23%	1	0
5	-3%	-3%	-1	-3
6	-4%	-6%	-1	-4
7	11%[57.1 µM]	-13%	7	6
8	5%	9%	-6	-4
9	1%	-19%	-4	-3
10	-3%	-20%	2	3
11	1%	-25%	-3	-2
12	-9%	-21%	-8	-1
13	5%[57.1 µM]	-16%	-1	2
14	-5%	-5%	0	6&-1
15	-1%	-8%&-23%	4&4	0&0

Next part
entry	molecule	Vif-A3G inh	Vif-APOBEC3F blk	IDH1 R132H inh	Glioma ERSR ind	RXFP1 ag
16	COC(=O)c1cc(C(=O)Nc2ccc(S(=O)(=O)NC(C)(C)C)cc2)cc([N+](=O)[O-])c1	0%	-10%	0%	-6%	0.5%
17	Cc1ccc(/C=N/NC(=O)c2c[nH]c3ccccc23)s1	-2%	9%	-3%	8%	0.1%
18	COC(=O)c1ccc(CSc2nnc(NCc3ccccc3)s2)o1	-7%	-3%	5%	0%	0.1%
19	COc1ccc2c(c1)c(=O)oc1c(C)c(OCc3ccc(C(=O)O)cc3)ccc12	0%	-7%	2%	-3%	3.6%
20	Nc1nc(=S)c2ncn(C3OC(CO)C(O)C3O)c2[nH]1 (configuration not stated)	-8%	-33%	-2%	-6%	8.1%
21	COC(=O)c1ccc(NC(=O)CSc2nnc3c4ccccc4n(C(C)C)c3n2)cc1	-1%	4%	-4%	-2%	1.9%
22	NC(=O)COC(=O)c1cc(S(=O)(=O)N2CCN(c3ccccc3)CC2)ccc1Cl	-7%	1%	2%	-3%	3.4%
23	COc1ccc(OC(C)C(=O)NC2CC(C)(C)NC(C)(C)C2)cc1 (configuration not stated)	0%	3%	-5%	0%	-0.9%
24	CCCCn1c(=O)c(CCC(=O)OCC(=O)NC(C)c2ccccc2)nc2ccccc21 (configuration not stated)	5%	-16%	-11%	-2%	0.3%
25	C=CCn1c(SCC(=O)N2CC(=O)Nc3ccccc32)nc2scc(-c3ccccc3)c2c1=O	1%	1%	-6%	-6%	-2.0%
26	CCn1c(SCC(=O)NC(C)(C)C)nnc1-c1ccccn1	0%	3%	1%	-1%	-0.7%
27	O=C(Nc1ccccc1N1CCCCC1)c1ccc([N+](=O)[O-])o1	?	-11%	2%	-1%	1.9%
28	COC(=O)c1[nH]c2ccc(Cl)cc2c1NC(=O)CN1CCc2cc(OC)c(OC)cc2C1	-1%	-10%	-13%	-5%	-0.3%
29	CCCCC(CC)CNC(=O)CCCn1c(=O)[nH]c2ccsc2c1=O (configuration not stated)	2%	0%	6%	-2%	1.4%
30	CCc1ccc(NC(=O)CN(N=Nc2nonc2C)c2nonc2C)cc1	3%	6%	-2%	-4%	1.8%

entry	TrxR1 substrate	USP1 inh	PI4K2A block	LDHA block
16	7%[57.1 µM]	-9%	-2	1
17	10%[57.1 µM]	-6%	-3	0
18	-12%[57.1 µM]	-24%	-6	0
19	123%[activator]	-2%	-5	-3
20	3%[57.1 µM]	-15%	-12	3
21	-11%	?	0	1
22	7%[57.1 µM]	4%	0	-5
23	0%[57.1 µM]	-8%	-1	-4
24	7%[57.1 µM]	-10%	3	-12
25	-6%	-9%	5	0
26	4%	-1%	-8	-2
27	-4%	-23%	2	1
28	7%	-11%	3	-19
29	-6%	-3%	19	-10
30	6%	-5%	3	-5

Random excerpt: two compounds from above, in no set order.
entry	molecule	Vif-A3G inh	Vif-APOBEC3F blk	IDH1 R132H inh	Glioma ERSR ind	RXFP1 ag
7	COc1ccc(NC2CC(=O)N(c3ccccc3)C2=O)cc1 (configuration not stated)	-7%	2%	4%	9%	-0.2%
14	Cc1ccc2c(CSc3nnc4ccccn34)cc(=O)oc2c1C	1%	5%	3%	1%	2.0%

entry	TrxR1 substrate	USP1 inh	PI4K2A block	LDHA block
7	11%[57.1 µM]	-13%	7	6
14	-5%	-5%	0	6&-1

Remaining list, next part
entry	molecule	Vif-A3G inh	Vif-APOBEC3F blk	IDH1 R132H inh	Glioma ERSR ind	RXFP1 ag
31	COc1cc(NC(=S)Nc2ccccn2)c(OC)cc1Cl	-1%	-10%	-8%	-1%	0.6%
32	O=C(Nc1nnc(-c2cc(Cl)ccc2Cl)o1)c1ccco1	-1%	9%	-14%	0%	2.3%
33	Cc1ccc(SCC(=O)N2CCN(S(=O)(=O)c3cccs3)CC2)cc1	-1%	4%	2%	-2%	.
34	CCOc1cc(/C=C2\N=C(C)OC2=O)cc(Br)c1OCC(=O)OC	1%	-3%	7%	-2%	4.9%
35	COc1ccc(C(=O)COC(=O)CCc2nc3ccccc3[nH]c2=O)cc1Br	-1%	-1%	2%	-1%	-0.2%
36	O=C(NCC1CCCCC1)c1csc([C@@H]2C[C@H](O)[C@@H](CO)O2)n1	-1%	.	.	-1%	.
37	CC(=O)c1cccc(NC(=O)NNC(=O)c2ccc(Cl)cc2Cl)c1	7%	-9%	-4%	-2%	0.3%
38	COc1cccc(NC(=O)CSC2=Nc3ccccc3C3=NC(CC(=O)NCc4ccc5c(c4)OCO5)C(=O)N23)c1 (configuration not stated)	-2%	4%	-7%	-2%	0.7%
39	COc1ccc(S(=O)(=O)Nc2cc(C)on2)cc1	-1%	1%	23%	-1%	-0.1%
40	O=c1cc(-c2ccccc2)oc2ccc(Cl)cc12	-2%	5%	-1%	6%	.
41	O=C1O[C@H](CO)[C@@H](O)[C@H](O)[C@H]1O	1%	-2%	-12%	-3%	.
42	O=C(Nc1cccc(O)c1)C(Cc1ccccc1)N1C(=O)c2cccc3cccc(c23)C1=O (configuration not stated)	-8%	-10%	14%	-5%	-2.3%

entry	TrxR1 substrate	USP1 inh	PI4K2A block	LDHA block
31	0%	-10%	1	2
32	-9%[57.1 µM]	-12%	1	2
33	-8%	?	-7	3
34	11%[57.1 µM]	-14%	-2	-7
35	7%[57.1 µM]	-16%	-6	-1
36	.	.	1	-5
37	10%[57.1 µM]	-18%	5	-3
38	4%[57.1 µM]	-8%	1	4
39	3%	-12%	-1	-14
40	5%[57.1 µM]	-3%	-2	-10
41	4%	-11%	6&-2	-11
42	2%[57.1 µM]	4%	-1	-6

Bioassay records from PubChem.
